SMN2 splice enh: qHTS Assay for Enhancers of SMN2 Splice Variant Expression | HEK293 SMN2-luciferase splicing reporter, luminescence, 30-36 h | Potency, µM (series often up to 46.1 µM), inactives show at the highest dose activity change, positive = activation, hits mostly activators | 2.8% of 210,000 active; note: potency is the fitted concentration of half-maximal effect; % of control where 0% means no effect; nearly all actives have a fitted effect of over 55% in size
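HEK293 cells carry an SMN2 […]–luciferase reporter in which exon 7 inclusion puts luciferase in frame. Cells were plated 10-12 h before compound addition, then incubated 30-36 h at 37C. ONE-Glo luminescence was read; sodium butyrate at 4.5 mM final served as control.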
Lamin A splicing: qHTS Assay for Modulators of Lamin A Splicing; HeLa LMNA splicing GFP/RFP minigene ratio, 48 h; Potency, µM (doses to about 46.1 µM), for the others: top-dose ratio change, negative = inhibition, most hits filed as inhibitors; 0.01% of 200,000 active; active = well fitted inhibition curve with a large enough effect in the signal ratio, with a control signal flat, not every such curve was filed as active; inconclusive = small, poorly fitted or top-dose-only effect, or effect the other way, or a change in a side signal; the % refers to the signal ratio; note: potency is the fitted concentration of half-maximal effect; % is set by controls: 0 for no effect and ±100 for the full control effect
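S3 HeLa stable clones carrying a lamin A-EGFP splicing minigene plus DsRed2 were seeded at 600 cells/well in Opti-MEM with 2% FBS, pin-dosed and incubated 48 h at 37°C. Acumen cytometry (488 nm) gave the GFP/RFP total-intensity ratio.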
HTT cytoprotect: qHTS Multiplex Assay to Identify Dual Action Probes in a Cell Model of Huntington: Cytoprotection (ATP) | PC12 HTT-Q103 induced, cytoprotection, ATP luminescence, 40 h | Potency, µM (titrated, usually from 56.4 µM), inactives show cytoprotection (ATP increase), actives largely listed as activators | 0.14% of 230,000 active;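 note: potency is the fitted concentration of half-maximal effect; % of control where 0% means no effect; nearly all actives have a fitted effect of over 45% in size; toxic huntingtin expression switched on by the ecdysone agonist tebufenozide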
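Quantitative HTS on tebufenozide-induced (100 nM) PC12 cells expressing HTTQ103 exon 1–GFP; compounds tested as a concentration series; survival measured via cellular ATP.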
HttQ103 aggreg: qHTS Multiplex Assay to Identify Dual Action Probes in a Cell Model of Huntington: Aggregate Formation (GFP). PC12 HttQ103-GFP aggregates, Acumen cytometry, 40 h. Potency, µM (series often up to 46.1 µM), for the others: at the highest dose activity change, negative = inhibition, usual class: inhibitors. 1.1% of 220,000 active. AID 1688, 2009; note: potency is the fitted concentration of half-maximal effect; % is set by controls: 0 for no effect and ±100 for the full control effect; nearly all actives have a fitted effect of over 60% in size
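Huntingtin Q103 exon 1–GFP aggregates in induced PC12 cells (100 nM tebufenozide) were quantified by cytometry from lysates, with compounds dosed in titration.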
IMPase Li cell: qHTS Assay for Identifying the Cell-Membrane Permeable IMPase Inhibitors: Potentiation with Lithium; CHO-M1 cells, IP1 TR-FRET (IP-One), carbachol + lithium; 0.35% of 210,000 active; Potency, µM (series often up to 59.4 µM), inactives show at the highest dose activity, negative = IMPase inhibition, most hits filed as inhibitors;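 note: IP1 builds up when IMPase is blocked and the TR-FRET signal falls; potency is the fitted concentration of half-maximal effect; plate controls were basal vehicle for no effect and high inhibitor control for full effect; nearly all actives have a fitted effect of over 50% in size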
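Test compounds were applied to CHO-M1 cells previously cultured for 16–30 h at 2000 per well. A small lithium amount accompanied them; after 30 min at 37C, IP1 was quantified by TR-FRET.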
CBFb-RUNX1 inh: qHTS Assay for Compounds Blocking the Interaction Between CBF-beta and RUNX1 for the Treatment of Acute Myeloid Leukemia; AlphaScreen CBFb-His/RUNX1-biotin binding, biochemical; Potency, µM (top dose mostly 59.8 µM), inactives show top-dose activity, negative = inhibition, usual class: inhibitors; 230,000 tested, under 10 active; note: % of control where 0% means no effect
Target sequence (Q01196 whole entry, looked up): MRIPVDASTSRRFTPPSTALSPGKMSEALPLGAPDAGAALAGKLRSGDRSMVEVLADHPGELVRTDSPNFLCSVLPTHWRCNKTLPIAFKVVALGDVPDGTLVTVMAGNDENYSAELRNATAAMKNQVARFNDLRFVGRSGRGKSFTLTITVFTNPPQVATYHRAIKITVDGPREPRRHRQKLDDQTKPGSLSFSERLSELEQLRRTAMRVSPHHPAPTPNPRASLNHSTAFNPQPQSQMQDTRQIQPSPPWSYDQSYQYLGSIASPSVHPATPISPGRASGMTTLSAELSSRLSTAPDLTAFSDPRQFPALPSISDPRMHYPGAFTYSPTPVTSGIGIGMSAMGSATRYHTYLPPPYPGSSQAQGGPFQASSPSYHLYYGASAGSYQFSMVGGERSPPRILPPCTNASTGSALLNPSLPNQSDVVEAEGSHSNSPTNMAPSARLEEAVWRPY
Target sequence (Q13951 whole entry, looked up): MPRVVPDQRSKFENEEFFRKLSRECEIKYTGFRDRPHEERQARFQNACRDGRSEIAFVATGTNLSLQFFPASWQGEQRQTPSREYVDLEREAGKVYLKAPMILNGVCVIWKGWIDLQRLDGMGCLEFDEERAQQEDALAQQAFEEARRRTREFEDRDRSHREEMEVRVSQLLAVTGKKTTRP
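CBF-beta (His) and RUNX1 (biotin), 30 nM each; 20 min preassociation; + compound, 15 min; + beads 50 ng each (Ni, streptavidin), 90 min; RT; AlphaScreen read.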
Luc counter: Counterscreen for Luciferase (Kinase-Glo TM) Inhibition; Luciferin 4-monooxygenase (Photuris pensylvanica), Q27757; Kinase-Glo luciferase, ATP luminescence, 8 min; Potency, µM (series often up to 38.3 µM), inactives show top-dose activity change, negative = inhibition, usual class: inhibitors; 0.28% of 200,000 active; note: potency is the fitted concentration of half-maximal effect; % is set by controls: 0 for no effect and ±100 for the full control effect; nearly all actives have a fitted effect of over 60% in size
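Luminescence was the read-out, taken after 8-minute incubation at ambient temperature. Luciferase turned over luciferin with 10 uM ATP in imidazole pH 7.2 buffer containing KCl, MgCl2, Tween 20 and BSA.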
Active calls of the source: *; ? = inconclusive; / = not tested or not shown; [ ] = dose if it differs, or a comment. Unless noted, calls come from the whole dose curve; as a rule, active = well fitted curve in the direction sought with a large enough effect; inconclusive = small, poorly fitted or top-dose-only effect, or another doubt; inactive = no such curve, though single readings can be large; an effect the other way counts as inactive or inconclusive.

compound,SMN2 splice enh,Lamin A splicing,HTT cytoprotect,HttQ103 aggreg,IMPase Li cell,CBFb-RUNX1 inh,Luc counter
N#Cc1c2n(c3c(-c4ccccc4)ncnc13)CCC2,-3%,5%,-9%,-12%,0%[38.3 µM],1%,0%
CS(=O)(=O)N(CC(=O)NCc1ccco1)c1cc(C(F)(F)F)ccc1Cl,-2%,-2%,-5%,2%,-3%[38.3 µM],4%,-1%
CCOc1ccc(CNC(=O)C2CC(=O)N(C3CCCC3)C2)cc1OC (configuration not stated),-5%,5%,-10%,-5%,0%[38.3 µM],-3%,2%
COC(=O)c1csc(S(=O)(=O)N2CCCCC2)c1OC,/,/,-3%[10 µM],-11%[9.22 µM],/,2%,/
O=C(N1CCOCC1)N1CCCC(c2nc(-c3cccs3)no2)C1 (configuration not stated),-9%,-2%,-6%,-7%,-12%[38.3 µM],2%,13%
COc1ccc(F)cc1S(=O)(=O)Nc1ccc(C)cc1,?,5%,-10%[0.074 µM],?,29%[38.3 µM],4%,-3%
CCOC(=O)CSC1=C(C#N)C(c2ccc(C)o2)CC(=O)N1 (configuration not stated),-31%[inhibitor],?,7%[10 µM],-24%,7%,-23%,-1%
O=C(COc1ncnc2ccc(Br)cc12)NCc1ccco1,/,/,3%[10 µM],-35%[9.22 µM],/,21%,/
COc1ccc(N2CC(NC(=O)NCC(C)C)CC2=O)cc1 (configuration not stated),?,-1%,21%[10 µM],10%,-8%,16%,0%
C=CCSc1nc2ccsc2c(=O)n1-c1cccnc1,21%,/,-22%,2%,-3%,16%,-2%
COc1ccccc1C(CCN(Cc1ccccc1)C(C)=O)c1ccco1 (configuration not stated),/,?,6%[10 µM],3%[9.22 µM],/,-10%,/
CCN(CC(=O)Nc1ccc(S(N)(=O)=O)cc1)S(=O)(=O)c1cc(C)ccc1OC,20%,-3%,0%[0.074 µM],-1%,11%[38.3 µM],8%,0%
CC(c1ccon1)N(C)C(=O)CCc1nnc(CCCCc2ccccc2)o1 (configuration not stated),/,/,-22%,-8%,/,19%,/
COC(=O)c1ccc(CN2CCN(Cc3ccc(F)cc3)C(CCO)C2)cc1 (configuration not stated),/,/,-30%,0%,12%,-5%,5%
COc1ccccc1C(=O)Nc1nc(-c2ccc3c(c2)OCCO3)cs1,-40%[inhibitor],?,-37%[inhibitor],?,1%,11%,3%
O=C(Nc1ccc(Cl)cc1)NC1(C(=O)NCCCN2CCOCC2)CCCCC1,17%,-3%,-14%[10 µM],3%,19%[38.3 µM],1%,0%
N[C@@H](C(=O)O)c1ccc(O)c(C(=O)O)c1,/,/,-19%,/,8%,-14%,4%
Fc1ccc(-c2ccc(/C=N\n3cnnc3)o2)cc1Cl,-26%,5%,-20%[10 µM],-14%,2%,-2%,13%
CC(=O)Nc1ccc(S(=O)(=O)N(C)c2ccc(OCC(=O)OCC(=O)Nc3ccc(OC(F)F)cc3)cc2)cc1,/,/,-14%[10 µM],-12%[9.22 µM],/,10%,/
O=c1c(Cl)c(Nc2cccc(Cl)c2)cnn1-c1nc2ccccc2s1,10µM*,-12%,-9%[10 µM],-8%,-4%,2%,-8%
N#Cc1ccc2c(c1)N(CCCN1CCC(O)CC1)c1ccccc1S2,-22%,?,-25%,-19%,28%,11%,0%
O=C(CCCCn1c(=O)c2ccccc2n(Cc2ccccc2F)c1=O)NC1CCN(Cc2ccccc2)CC1,-11%,?,-66%[inhibitor],10%,10%,0%,0%
Cc1cc2c(cc(C(=O)N3CCC(C(=O)NC4CCCC4)CC3)n2Cc2c(F)cccc2Cl)o1,/,/,2%,-20%[9.22 µM],/,-1%,/
CC(C)NC(=O)Cn1cc(C#N)c2cc(Br)ccc21,?,11%,-5%,-2%,17%[38.3 µM],5%,0%
COc1ccc(-n2nnc3c(=O)n(CC(=O)N4CCC(C)CC4)cnc32)cc1,-12%,-11%,3%,-2%,23%[38.3 µM],-2%,-3%
CCC(NS(=O)(=O)c1ccc(C)cc1)C(=O)O (configuration not stated),-2%,0%,-12%[0.074 µM],12%,8%[38.3 µM],4%,1%
C=CCSC1=C(C#N)C(c2ccccc2C)CC(=O)N1 (configuration not stated),-10%,-7%,7%[10 µM],-2%,12%[38.3 µM],7%,-5%
N#Cc1ccccc1Cn1c(=O)n(Cc2ccc(C(=O)NCc3ccco3)cc2)c(=O)c2ccccc21,-19%,?,4%[10 µM],-2%,-17%,-3%,0%
CC1CN(C(=O)C2(C)CC2(Br)Br)CC(C)O1 (configuration not stated),0%,-4%,-5%[10 µM],3%,-8%,-20%,1%
FC(F)(F)c1ccc(-n2ccnc2)nc1,16%,19%,10%,13%,7%[38.3 µM],-2%,-6%

Looked up by compound from above:
compound,SMN2 splice enh,Lamin A splicing,HTT cytoprotect,HttQ103 aggreg,IMPase Li cell,CBFb-RUNX1 inh,Luc counter
O=C(Nc1ccc(Cl)cc1)NC1(C(=O)NCCCN2CCOCC2)CCCCC1,17%,-3%,-14%[10 µM],3%,19%[38.3 µM],1%,0%
O=C(COc1ncnc2ccc(Br)cc12)NCc1ccco1,/,/,3%[10 µM],-35%[9.22 µM],/,21%,/

Following part
compound,SMN2 splice enh,Lamin A splicing,HTT cytoprotect,HttQ103 aggreg,IMPase Li cell,CBFb-RUNX1 inh,Luc counter
CCC(=O)N1CCc2cc(S(=O)(=O)NC(Cc3ccccc3)C(=O)Nc3nccs3)ccc21 (configuration not stated),-44%,6%,/,17%,-3%,-19%,7%
Cc1c(NC(=O)c2cc(-c3cccs3)nc3ccccc23)c(=O)n(-c2ccccc2)n1C,-22%,?,-5%[1.9 µM],13%,-3%,4%,3%
CCn1c(=O)c(C(=O)CN2CCN(S(=O)(=O)c3cc(C)ccc3C)CC2)c(N)n(Cc2ccccc2)c1=O,-7%,-1%,-5%[10 µM],?,5%,8%,2%
C=CC[N+](C)(C)CCN1C(=O)C2C(c3ccccc3)C=CC(c3ccccc3)C2C1=O (configuration not stated),1%,1%[46 µM],3%,10%,5%,-4%,1%
COc1ccc(Cl)cc1NC(=S)N1CCC(c2ccc(C)cc2)C1 (configuration not stated),/,/,-21%,-24%,6%,19%,/
CCOC(=O)N1CCN(C(=O)CCCCCn2c(=S)[nH]c3ccsc3c2=O)CC1,-21%,/,-4%,-3%,-4%,4%,10%
NC(=O)C[C@@H]1N[C@]2(C(=O)Nc3ccccc32)[C@@H]2C(=O)N(c3cc(C(F)(F)F)ccc3Cl)C(=O)[C@H]12,7%,-4%,9%,7%,-9%[38.3 µM],2%,9%
CCC(=O)N1CCN(c2ccc(NC(=S)NC(=O)C(C)C)cc2)CC1,/,/,-39%[inhibitor],30%,0%,-5%,0%
COCCCNC(=O)Cn1cc(C(C)=O)c2ccccc21,-39%[inhibitor],-10%,4%,-10%,11%[38.3 µM],5%,-3%
CCOC(=O)CSc1nccc(N(C)C)c1C#N,-5%,2%,21%,-4%,-10%[38.3 µM],8%,-6%
Nc1c(Cl)ncnc1N1CCCC1,-5%,9%[46 µM],/,/,-3%,-3%,-3%
OC(C#CCN1CCOCC1)(c1ccccc1)C1CC1 (configuration not stated),12%,3%,5%,2%,5%[38.3 µM],7%,0%
CN(C)c1ccc(/C=C/c2cc[n+]([O-])cc2)cc1,7%,11%,-13%,7%,0%[38.3 µM],11%,-2%
CCCn1c(-c2ccc(F)cc2)nc2c(NCCCCN(CC)CC)nc(C)nc21,3%,/,-22%,/,14%,-4%,0%
COc1ccccc1NC(=O)CN(c1ccc(C23CC4CC(CC(C4)C2)C3)cc1)S(C)(=O)=O,-17%,?,-45%[inhibitor],?,7%[38.3 µM],-5%,1%
Cc1c(C(=O)NN)nc2ccccn12,9%,-14%,14%[1.9 µM],-16%,-3%,-1%,1%
CC(=O)N(CCC(Cc1ccccc1)c1ccc2c(c1)OCO2)Cc1ccccc1F (configuration not stated),/,?,5%,-2%,/,4%,/
COc1ccc(/C=N/Nc2ncnc3sc4c(c23)CCCC4)cc1O,?,?,/,-2%,3%,-16%,2%
O=C(/C=C/c1ccco1)N(c1ccccn1)c1ccccn1,12%,-13%[46 µM],-13%[10 µM],?,10%,?,-1%
CCOC(=O)CN1C(=O)C(CC)Oc2ccc(Cl)cc21 (configuration not stated),0%,?,-16%[0.074 µM],?,1%[38.3 µM],8%,-2%
Cc1ccc(O)c(C2=NNC(O)(C(F)(F)F)C2)c1 (configuration not stated),-16%,-18%,0%,4%,9%[38.3 µM],1%,0%
COc1ccc2cc(C(=O)C3CCCN(C(=O)c4snnc4C)C3)ccc2c1 (configuration not stated),/,/,-15%,-32%,/,10%,/
O=C1c2ccccc2S(=O)(=O)N1CC(O)COc1ccc(Cl)cc1 (configuration not stated),/,?,-14%,9%,/,-3%,/
COC(=O)c1c(NC(=O)COC(=O)CCS(=O)(=O)c2ccc(C)cc2)sc(C)c1C,8%,3%,10%[10 µM],-2%,-3%,-1%,10%
O=C(NC12CC3CC(CC(C3)C1)C2)C1CCCN1C(=O)NC1CCCCC1 (configuration not stated),-10%,-5%,4%[10 µM],-5%,9%,14%,0%
FC(F)(F)c1nnc2ccc(N3CCOCC3)nn12,7%,-7%,-11%,3%,3%[38.3 µM],6%,2%
C[C@](O)(C(=O)Nc1ccc(S(=O)(=O)c2ccccc2)cc1)C(F)(F)F,/,/,?,/,15%,16%[21.7 µM],4%

Single values from the results shown.
`NC(=O)C[C@@H]1N[C@]2(C(=O)Nc3ccccc32)[C@@H]2C(=O)N(c3cc(C(F)(F)F)ccc3Cl)C(=O)[C@H]12` in CBFb-RUNX1 inh → 2%
`CCC(=O)N1CCN(c2ccc(NC(=S)NC(=O)C(C)C)cc2)CC1` in HTT cytoprotect → -39%[inhibitor]
`COc1ccccc1NC(=O)CN(c1ccc(C23CC4CC(CC(C4)C2)C3)cc1)S(C)(=O)=O` in IMPase Li cell → 7%[38.3 µM]
`Cc1c(NC(=O)c2cc(-c3cccs3)nc3ccccc23)c(=O)n(-c2ccccc2)n1C` in HTT cytoprotect → -5%[1.9 µM]

Screening data as filed in PubChem BioAssay.
